From PubChem
FLuc modulator: firefly luciferase modulation, counter-screen for miR-21 project; P08659; purified FLuc, Km substrates, luminescence inhibition; 6.9% of 360,000 active; Potency, µM (titrated, usually from 57.5 µM), inactives show at the highest dose activity change, negative = inhibition, hits mostly inhibitors; active means well fitted inhibition curve with a large enough effect; inconclusive means small, poorly fitted or top-dose-only effect;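 further: plate controls were vehicle for no effect and reference inhibitor for full effect; nearly all actives have a fitted effect of over 55% in size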
Target sequence (P08659 whole entry, looked up): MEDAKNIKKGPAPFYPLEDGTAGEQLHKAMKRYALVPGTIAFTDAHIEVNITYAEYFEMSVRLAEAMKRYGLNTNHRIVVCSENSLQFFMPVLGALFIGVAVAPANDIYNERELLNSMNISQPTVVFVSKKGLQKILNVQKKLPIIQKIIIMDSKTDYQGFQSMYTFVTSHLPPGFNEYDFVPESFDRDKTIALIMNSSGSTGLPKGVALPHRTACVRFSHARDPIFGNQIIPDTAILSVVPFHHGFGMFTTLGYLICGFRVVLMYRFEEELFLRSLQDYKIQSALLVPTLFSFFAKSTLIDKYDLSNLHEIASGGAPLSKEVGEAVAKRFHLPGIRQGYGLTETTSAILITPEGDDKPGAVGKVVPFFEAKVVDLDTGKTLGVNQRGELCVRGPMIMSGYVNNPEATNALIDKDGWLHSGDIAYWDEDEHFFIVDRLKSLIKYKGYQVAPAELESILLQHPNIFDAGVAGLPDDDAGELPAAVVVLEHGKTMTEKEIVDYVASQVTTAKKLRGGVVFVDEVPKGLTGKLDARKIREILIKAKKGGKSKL
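Purified P. pyralis luciferase (10nM final) with 10uM D-luciferin and 10uM ATP (Km levels) in 50mM Tris acetate pH 7.5, 10mM Mg acetate, 0.01% Tween-20, 0.05% BSA; qHTS 6-point titration, ~60 µM downward; luminescence read.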
Active calls of the source: *; ? = inconclusive. Potency means the concentration at half of the fitted maximal effect. Only part of the results is shown; count on the stated rates, not on these rows.

SMILES	FLuc modulator
O=C(CSc1ccc2nc(-c3ccccc3)cn2n1)Nc1ccccc1C(F)(F)F	-11%
COc1ccc(N2CCN(C(=O)c3ccc4c(c3)N(Cc3ccc(F)cc3)C(=O)c3ccccc3S4=O)CC2)cc1 (centres undefined)	-1%
COc1cccc(CNC(=O)c2cc3ccc4cccnc4c3[nH]2)c1	?
CCc1ccccc1NC(=O)N1CCC2(CC1)Oc1ccccc1C(=O)N2Cc1ccccc1F	-11%
CCOC(=O)C1=C(CN(CC)Cc2ccccc2)NC(=O)NC1c1ccc(OC)cc1 (centres undefined)	-13%
COCCCNC(=O)c1ccc2c(c1)N(Cc1ccccc1)C(=O)c1ccccc1S2	-10%
COc1ccccc1Cc1nc2ccccc2nc1SCC(=O)Nc1ccc2c(c1)OCO2	4%
O=C(CCCCn1c(=O)[nH]c2ccsc2c1=O)N1CCN(c2cccc(Cl)c2)CC1	-3%
CCOc1ccc(CCNC(=O)c2ccc(C)c(-n3cnc4cccnc43)c2)cc1	?
O=C(Nc1cccc(F)c1)c1ccc2c(c1)N(Cc1ccccc1)C(=O)c1ccccc1S2(=O)=O	-1%
COc1ccccc1NC(=O)C(=O)NCC(c1cccnc1)N1CCc2ccccc2C1 (centres undefined)	0%
CN(Cc1ccccc1)c1nnc(NC(=O)Nc2cccc(Br)c2)s1	-13%
Fc1ccc(Nc2nc(-c3cccc(Cl)c3)c3c(n2)-c2ccccc2OC3)cc1	?
Cc1cc2nc(-c3ccc(Cl)cc3)cc(C(F)(F)F)n2n1	-1%
Cc1cccc(N(C)C(=O)Cn2c(=O)oc3cc(S(=O)(=O)N4CCCCC4)ccc32)c1	-9%
O=C(NCCCc1nc2ccccc2n1Cc1ccc(Cl)cc1)c1ccco1	-2%
Cc1cc(C)cc(N2C(=O)CSC23C(=O)N(CC(=O)NC2CCCCC2)c2ccccc23)c1 (centres undefined)	-8%
Cc1ccc(C)c(C(=O)CSc2nc3cc(C(=O)NC4CCCC4)ccc3c(=O)n2CC2CCCO2)c1 (centres undefined)	-2%
CCC(O)c1cc2c(cc1NC(=O)c1ccccc1F)OCCO2 (centres undefined)	-7%
COc1cccc(Cn2c(CNS(=O)(=O)c3ccc4c(c3)CCCC4)nc3cccnc32)c1	?
CCCCN(CCCNC(=O)c1cc(Nc2ccc(OC)cc2OC)nc2ccccc12)Cc1ccccc1	1%
CCOC(=O)c1sc(N2C(=O)c3oc4ccc(F)cc4c(=O)c3C2c2cccc(OC)c2)nc1C (centres undefined)	-11%
CCOc1ccc(NC(=O)CCS(=O)(=O)c2cccc3nonc23)cc1	1%
CCCOc1ccc(C2C(=O)N(C3CCCCCC3)CC(=O)N2Cc2ccc(OC)cc2)cc1OC (centres undefined)	-7%
Cc1ccc(N2CC(c3nnc(NC(=O)c4ccco4)s3)CC2=O)cc1C (centres undefined)	?

Among those listed so far, these have a Cl atom.
SMILES	FLuc modulator
O=C(CCCCn1c(=O)[nH]c2ccsc2c1=O)N1CCN(c2cccc(Cl)c2)CC1	-3%
Fc1ccc(Nc2nc(-c3cccc(Cl)c3)c3c(n2)-c2ccccc2OC3)cc1	?
Cc1cc2nc(-c3ccc(Cl)cc3)cc(C(F)(F)F)n2n1	-1%
O=C(NCCCc1nc2ccccc2n1Cc1ccc(Cl)cc1)c1ccco1	-2%

(list continues)
SMILES	FLuc modulator
COc1cc(OC)cc(C(=O)Nc2cccc(-c3cn4ccsc4n3)c2)c1	6µM*
CCOC(=O)c1c(C)oc2nc(C)nc(Nc3cccc(OC)c3)c12	0%
COc1ccc(C)cc1NC(=O)CC1NCCNC1=O (centres undefined)	4%
CCN(C(=O)Cc1nc(-c2ccc(OC)cc2)no1)c1cccc(Cl)c1	-9%
Cc1ccc(S(=O)(=O)c2nc(-c3ccccc3F)oc2N2CCCCC2)cc1	-11%
Cc1ccc(C(=O)c2oc3ccccc3c2NC(=O)COc2ccccc2C)cc1	4%
CCOCCc1nn2c(=O)cc(COC(=O)c3cccc(C)c3)nc2s1	2%
COC(=O)c1cccc(NC(=O)C2CCN(S(=O)(=O)Cc3ccccc3)CC2)c1C	-1%
CCc1ccccc1NC(=O)Nc1cc(C(=O)NCc2ccc(C(C)C)cc2)ccc1N1CCCC1	0%
Cc1ccc(NC(=O)CSC2=Nc3ccccc3C3=NC(Cc4ccccc4)C(=O)N23)cc1C (centres undefined)	-10%
CCOc1ccc(N2CC(NC(=O)C3CC3)CC2=O)cc1 (centres undefined)	-4%
Cc1cccc(N2CCN(c3nc4ccccc4c4nc(-c5ccccc5)nn34)CC2)c1C	0%
CCCC(CCC)C(=O)Nc1cccc(-c2cn3cccnc3n2)c1	-1%
O=C(CSc1cn(CC(=O)N2CCCC2)c2ccccc12)Nc1cc(C(F)(F)F)ccc1Cl	-17%
CCCn1c(=O)c2sccc2n2c(CCCC(=O)NC3CCCCC3)nnc12	-1%
Cc1c(Cl)cccc1NC(=O)CSc1nc(=O)n(Cc2ccccn2)c2c1CCC2	-6%
COc1ccccc1CNCCSc1nnnn1C	-1%
CCCC(=O)N(c1ccc2oc3c(c2c1)CCCC3)S(=O)(=O)c1cc(C)ccc1C	3%
COc1ccc(-c2ccnc3c(-c4ccc(F)cc4)c(C)nn23)cc1OC	0%
COc1ccccc1CNC(=O)CN(C)c1nn2c(=O)cc(C)nc2s1	7%
Cc1cccc(C)c1NC(=O)c1oc2ccc3c(c2c1C)C(=O)CC(C)(C)O3	-13%
COc1ccc(NC(=O)c2oc3ccc(S(=O)(=O)N(C)C4CCCCC4)cc3c2C)cc1	-3%
Cc1ccc(C)c(NC(=O)CSc2c(C)cnc3c2c(=O)n(C)c(=O)n3C)c1	-2%
CC(C)CCN(Cc1ccco1)C(=O)c1cc2c(s1)-c1ccccc1OC2	-1%
COc1cccc(CN2C(=O)c3ccccc3Sc3ccc(C(=O)NCc4ccccc4)cc32)c1	-2%

A second format for three compounds above:
COc1ccc(N2CCN(C(=O)c3ccc4c(c3)N(Cc3ccc(F)cc3)C(=O)c3ccccc3S4=O)CC2)cc1 (centres undefined)
- FLuc modulator: -1%

COc1cccc(CNC(=O)c2cc3ccc4cccnc4c3[nH]2)c1
- FLuc modulator: ?

CCc1ccccc1NC(=O)N1CCC2(CC1)Oc1ccccc1C(=O)N2Cc1ccccc1F
- FLuc modulator: -11%

Continued.
SMILES	FLuc modulator
CCc1ccc(CNC(=O)C2COc3ccc(OC)cc3C2)cc1 (centres undefined)	-3%
O=C(NCCc1ccc(F)cc1)C(=O)NCC(c1ccc2c(c1)OCO2)N1CCOCC1 (centres undefined)	-3%
COc1ccccc1NC(=O)CSC1=Nc2ccccc2C2=NC(CCC(=O)NCc3ccco3)C(=O)N12 (centres undefined)	1%
Cc1cc(F)ccc1NC(=O)C1CCN(C(=O)c2cnn(-c3ccccc3)c2-n2cccc2)CC1	3%
CCS(=O)(=O)NCCc1sc2nc(-c3ccc(OC)cc3)nn2c1C	?
CCSc1nc2sc3c(c2c(=O)n1-c1ccc(C)c(Cl)c1)CCN(C(C)=O)C3	5%
O=C(CCC1N=C2c3ccccc3N=C(SCc3ccccc3F)N2C1=O)NCCc1ccccc1 (centres undefined)	-5%
COc1ccc(OC)c(C2NC(=O)NC(C)=C2C(=O)Nc2cc(C)cc(C)c2)c1 (centres undefined)	-8%
CCC1CCCCN1C(=O)Cn1c(=O)n(CC2CCC(C(=O)NC)CC2)c(=O)c2sccc21 (centres undefined)	-1%
CCOc1ccc(NCc2cccn2-c2nnc(N3CCC(C(=O)NCCc4ccc(OCC)c(OCC)c4)CC3)s2)cc1	-13%
CC(C)(C)C1CCc2c(sc(NC(=O)CCC(=O)O)c2C(=O)Nc2ccccc2C(F)(F)F)C1 (centres undefined)	?
Cc1ccc(NC(=O)CC2Oc3ccccc3NC2=O)cc1C (centres undefined)	8%
Cc1cccc(Cn2c(CNS(=O)(=O)c3ccc(C(C)C)cc3)nc3cccnc32)c1	-2%
Cc1ccccc1NC(=O)c1c(NC(=O)c2cccs2)sc2c1CCC(C)C2 (centres undefined)	-2%
COc1ccc(CNC(=O)CN(c2cc(C(F)(F)F)ccc2Cl)S(C)(=O)=O)cc1	?
Cc1ccc(CSCCNC(=O)CN(c2cccc(C)c2C)S(=O)(=O)c2ccccc2)cc1	-9%
CCOCCCNC(=O)c1c[nH]c2ccc(S(=O)(=O)Nc3cccc(Cl)c3C)cc2c1=O	?
CC1CCCN(c2csc3ccccc3c2=O)C1 (centres undefined)	8.5µM*
COC(=O)c1nnn(CC(=O)Nc2cc(F)ccc2F)c1C(=O)OC	2%
O=C(NCC(c1cccs1)S(=O)(=O)c1cccs1)c1ccccc1 (centres undefined)	4%
O=C(NCCc1ccccc1)c1ccc2c(c1)nc1n2CCOC1	5.4µM*
COc1ccc(C(=O)c2cn(Cc3ccccc3)c3ccccc3c2=O)cc1OC	-1%
CCOCCCNC(=O)c1cnc2sc(N3CCCCCC3)nn2c1=O	0%
Cc1ccc(CCNC(=O)c2ccc(CNS(=O)(=O)c3ccccc3)cc2)cc1	-11%
O=C(Cn1nc(-c2ccc(Cl)cc2)c2ccccc2c1=O)Nc1cccc(Br)c1	-5%

(cont.)
SMILES	FLuc modulator
Cc1ccc(C(=O)CSc2nc(-c3ccccc3)nc3c2CCCC3)cc1	-8%
CC(C)Cn1c(=O)c2sccc2n2c(CCCC(=O)NCCc3ccccc3)nnc12	4%
Cc1ccc(-n2cnc3cc(C(=O)NCc4ccc(F)cc4)ccc32)c(C)c1	-1%
COc1ccc(CNC(=O)c2sc3nc4n(c(=O)c3c2C)CCCCC4)cc1	19µM*
COc1cccc(N2CCN(C(=O)c3ccc(Cn4c(=O)[nH]c5cc(OC)c(OC)cc5c4=O)cc3)CC2)c1	-3%
CC1=C(C(=O)Nc2ccc(C)cc2C)C(c2cccs2)n2nc(SCc3ccc(Cl)cc3)nc2N1 (centres undefined)	3%
CCOC(=O)c1ccc(N2C(=O)c3n[nH]c(-c4cccs4)c3C2c2ccc(C(C)C)cc2)cc1 (centres undefined)	-7%
CN(C)c1ncc(C(=O)NCc2ccc(Cl)cc2)cn1	-2%
Cc1ccc(Nc2nnc(-c3ccc(C)c(S(=O)(=O)N4CCOCC4)c3)c3ccccc23)cc1	?
COc1cccc(CNC(=O)c2ccc3c(c2)nnn3C2CCCC2)c1	-10%
Cc1nc2ncnn2c(C)c1CCC(=O)NCc1ccccc1Cl	1%
COc1ccc2c(CNCc3ccc(Cl)cc3)c(C(=O)O)n(Cc3ccccc3C)c2c1	-1%
COc1ccccc1/C=C/c1nc(C#N)c(NCCc2ccccc2)o1	-19%
Cc1sc2ncn(CC(=O)Nc3cccc(C(F)(F)F)c3)c(=O)c2c1S(=O)(=O)N1CCC(C)CC1	0%
Cc1ccc(-n2ncc(C(=O)N3CCN(C(=O)c4ccco4)CC3)c2C2CCN(C(=O)OC(C)(C)C)CC2)cc1	4%
COc1ccc(OC)c(NC(=O)CN(c2ccccc2OC)S(=O)(=O)c2ccc(C)cc2)c1	4%
CC(=O)N1CCc2cc(S(=O)(=O)NC(Cc3ccccc3)C(=O)Nc3ccc(Cl)cc3)ccc21 (centres undefined)	4%
Cc1ccc(-c2nnc(Nc3ccc(S(N)(=O)=O)cc3)c3ccccc23)cc1S(=O)(=O)N1CCCCC1	-1%
Cc1cc(C)cc(NC(=O)C2CCN(C(=O)c3cnn(-c4ccccc4)c3-n3cccc3)CC2)c1	?
COc1ccc(Cl)cc1NC(=O)CSc1nc(=O)n(Cc2ccco2)c2c1CCC2	-3%
Cc1ccc(CO)cc1Nc1ncnc2onc(-c3ccc(F)cc3)c12	-5%
Cc1cccc(Cc2cnc(NC(=O)c3ccc4c(c3)CC(c3ccccc3)OC4=O)s2)c1 (centres undefined)	-1%
CN(C(=O)CSc1nc(C2CCCC2)nc2c1c(=O)n(C)c(=O)n2C)c1ccccc1	-1%
COc1ccc(NC(=O)C2CCN(S(=O)(=O)c3ccc4c(c3)CCCC(=O)N4)CC2)c(OC)c1	-8%
Cc1c(C(=O)NCCN(C)C)oc2c1-c1nn(Cc3cccc(Cl)c3)cc1CC2	6%

New compounds follow
SMILES	FLuc modulator
COc1ccc(OC)c(CNC(=O)c2c(C)oc3ncn(C)c(=O)c23)c1	2%
COc1cccc(Cn2nnc3c(=O)[nH]c(C4CCN(C(=O)c5ccccc5Cl)CC4)nc32)c1	-10%
COc1ccc(-c2c(C)c3cc(OC(=O)N4CCOCC4)ccc3oc2=O)cc1OC	3%
Cc1cccc(CCNC(=O)c2cnc3c(C)cccn3c2=O)c1	4.3µM*
COc1ccc(-c2ccc(CCC(=O)O)n2-c2cc(Cl)ccc2O)cc1	?
CCOc1ccc(NC(=O)CSc2ncc3c(n2)-c2ccc(Cl)cc2N(Cc2ccccc2)S3(=O)=O)cc1	2%
COc1ccc(-c2nc3ccccc3s2)cc1NC(=O)c1ccccc1OC	11µM*
Cc1oc2ncn(C)c(=O)c2c1C(=O)Nc1ccc(F)cc1	0%
Cc1nn(CC(=O)Nc2ccc(OC(F)(F)F)cc2)c(=O)c2c(C)n(-c3ccc(Cl)cc3)nc12	?
CN(C)CCCN(C(=O)c1cccs1)c1nc2ccc(F)cc2s1	-2%

Six structures out of the list, arranged by length of the SMILES, highest first:
SMILES	FLuc modulator
Cc1nn(CC(=O)Nc2ccc(OC(F)(F)F)cc2)c(=O)c2c(C)n(-c3ccc(Cl)cc3)nc12	?
COc1ccc(OC)c(CNC(=O)c2c(C)oc3ncn(C)c(=O)c23)c1	2%
COc1ccc(-c2ccc(CCC(=O)O)n2-c2cc(Cl)ccc2O)cc1	?
COc1ccc(-c2nc3ccccc3s2)cc1NC(=O)c1ccccc1OC	11µM*
CN(C)CCCN(C(=O)c1cccs1)c1nc2ccc(F)cc2s1	-2%
Cc1cccc(CCNC(=O)c2cnc3c(C)cccn3c2=O)c1	4.3µM*
